# Assay outcomes (PubChem BioAssay)
# DAX1 inh-1 – inhibits human nuclear receptor DAX1. P51843. HEK293 Gal4-DAX1 luciferase reporter, luminescence. inhibition, % at 6.75 µM. actives 0.99% (n = 340,000). AID 504766;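 active = inhibition above the mean over all tested compounds plus 3 SD, cut at about 4.2% in these data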;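 note: 0% = DAX1-transfected cells with DMSO and 100% = empty-vector control cells with DMSO; inhibition shows as a rise in luminescence from relieved DAX1 repression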
# HGIII-sPLA2 inh – Blocks human group III sPLA2 activity; QFRET BODIPY PC-A2 liposome hydrolysis, fluorescence; inhibition, % at 12.2 µM; actives 0.56% (n = 370,000); Q9NZ20;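 active = inhibition above mean plus 3 SD of compounds lying within the high and low control bounds, cut at about 19% in these data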;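 note: 0% = median of test compound wells and 100% = no enzyme DMSO wells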
# Target sequence (Q9NZ20 whole entry, looked up): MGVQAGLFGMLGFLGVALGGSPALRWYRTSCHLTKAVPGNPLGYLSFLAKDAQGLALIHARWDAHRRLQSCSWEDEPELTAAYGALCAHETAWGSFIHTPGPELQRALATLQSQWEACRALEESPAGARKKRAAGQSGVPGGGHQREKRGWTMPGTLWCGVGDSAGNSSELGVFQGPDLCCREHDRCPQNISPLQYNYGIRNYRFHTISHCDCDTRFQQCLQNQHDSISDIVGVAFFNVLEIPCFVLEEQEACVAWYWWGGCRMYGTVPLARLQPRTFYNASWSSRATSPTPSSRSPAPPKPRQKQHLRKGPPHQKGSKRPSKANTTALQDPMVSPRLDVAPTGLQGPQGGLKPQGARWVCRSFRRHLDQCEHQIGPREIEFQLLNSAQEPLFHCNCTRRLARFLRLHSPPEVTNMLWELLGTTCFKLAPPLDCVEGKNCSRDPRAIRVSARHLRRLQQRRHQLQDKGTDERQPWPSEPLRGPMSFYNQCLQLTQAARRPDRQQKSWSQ
# hcDAF-12 act – activates DAF-12 receptor from parasite H. contortus | HEK293 hcDAF-12 lit1-tk-luc reporter, luminescence; 0% DMSO, 100% Δ7-dafachronic acid | activation, % at 6.8 µM | actives 1.4% (n = 370,000);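 active = activation above the mean of all tested compounds plus 3 SD, cut at about 5.5% in these data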;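 note: 100% = response to 3 µM Δ7-dafachronic acid high control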
# SMARCA2 act – increases SMARCA2 function in MMTV reporter cells. MG213 cells, MMTV-luciferase reporter, dexamethasone, overnight. activation, % at 9.1 µM. actives 1% (n = 370,000). AID 652017; in the data active = activation above about 7.8%;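 note: 0% = vehicle wells and 100% = reference activator wells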
# PLCb3 inh – inhibitors of human phospholipase C beta3 | Q01970 | Purified PLC-beta3, fluorogenic substrate, fluorescence | inhibition, % at 12.2 µM | actives 0.18% (n = 370,000) | AID 720704; in the data active = inhibition above about 11%;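 note: 0% = median of compound wells on plate and 100% = full blocker control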
# PG9 Ab binder – PG9 antibody binding by small molecule. inhibition, % at 6.7 µM. TR-FRET gp120-PG9 antibody binding. actives 0.43% (n = 360,000); in the data active = inhibition above about 8.5%
# GAA850 FXN act – activators of GAA850 frataxin (FXN) promoter; HEK293 lucGAA850 FXN promoter luciferase reporter, 24 h; percent of 10 µM SAHA response; activation, % at 6 µM; actives 0.56% (n = 360,000); AID 540364;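 active = activation above the average of all compounds screened plus 3 SD, cutoff fixed separately per campaign, cut at about 7.5% in these data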;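 note: 0% = DMSO wells and 100% = 10 µM SAHA wells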
# NR1D1 modulator – modulators of human Rev-erb alpha DNA binding; actives 0.79% (n = 370,000); activity, % at 10 µM; Rev-erbα–FITC-DNA binding, fluorescence polarization, 90 min;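 active = activity above about 14%, limit read from the data; passing the limit was not always enough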;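 note: 0% = DMSO wells with 35 nM protein and 100% = DMSO wells with 750 nM protein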
# Target sequence (P20393 whole entry, looked up): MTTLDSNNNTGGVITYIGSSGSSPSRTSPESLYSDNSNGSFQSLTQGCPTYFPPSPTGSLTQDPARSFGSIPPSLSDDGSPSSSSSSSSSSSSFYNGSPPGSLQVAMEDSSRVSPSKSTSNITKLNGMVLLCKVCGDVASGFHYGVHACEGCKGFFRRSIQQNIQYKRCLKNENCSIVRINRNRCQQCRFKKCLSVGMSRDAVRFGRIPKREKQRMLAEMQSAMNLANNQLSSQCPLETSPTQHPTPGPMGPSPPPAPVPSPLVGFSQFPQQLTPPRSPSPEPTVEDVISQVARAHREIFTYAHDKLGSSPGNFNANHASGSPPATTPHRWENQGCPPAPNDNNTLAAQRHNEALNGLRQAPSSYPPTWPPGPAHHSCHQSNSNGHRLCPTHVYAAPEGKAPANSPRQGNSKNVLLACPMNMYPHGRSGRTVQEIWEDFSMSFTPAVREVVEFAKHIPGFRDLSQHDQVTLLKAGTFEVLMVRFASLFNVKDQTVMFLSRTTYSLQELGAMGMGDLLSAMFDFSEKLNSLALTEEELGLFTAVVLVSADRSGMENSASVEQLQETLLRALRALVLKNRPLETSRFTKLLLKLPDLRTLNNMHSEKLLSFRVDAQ
# hgDAF-12 ag – agonists of H. glycines DAF-12 nuclear receptor | HEK293 GAL4-hgDAF12 UAS-luciferase reporter, agonist luminescence; normalized to butyrate control | activation, % at 6.8 µM | actives 1.8% (n = 370,000) | AID 687014;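 active = activation above a cutoff set at the mean of all screened compounds plus 3 SD, cut at about 10% in these data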;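 note: 0% = DMSO wells and 100% = sodium butyrate wells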
# DAX1 inh-2 – inhibitors of DAX1 repression of SF-1 activated StAR promoter | AID 652010 | HEK293T StAR-luciferase reporter, SF-1/DAX-1 repression relief | inhibition, % at 6.8 µM | actives 1.1% (n = 370,000);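 active = inhibition above the mean over all tested compounds plus 3 SD, cut at about 3.6% in these data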;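 note: 0% = DAX-1 cells with DMSO and 100% = cells lacking DAX-1 with DMSO; higher inhibition means more luminescence from relief of DAX-1 repression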
# ssDAF12 agonist – activates DAF-12 receptor from parasite S. stercoralis | actives 1% (n = 370,000) | HEK293 ssDAF-12/GRIP1 lit1-tk-luc reporter, luminescence; % of 3 µM dafachronic acid response | activation, % at 6.8 µM;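 active = activation above the mean over all tested compounds plus 3 SD, cut at about 0.9% in these data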;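 note: 0% = DMSO-only wells and 100% = 3 µM delta7-dafachronic acid wells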
# Numbers without * were called inactive; i = inactive; . = no result given. The order is random, and some 7% of all compounds hit somewhere here.
SMILES,DAX1 inh-1,HGIII-sPLA2 inh,hcDAF-12 act,SMARCA2 act,PLCb3 inh,PG9 Ab binder,GAA850 FXN act,NR1D1 modulator,hgDAF-12 ag,DAX1 inh-2,ssDAF12 agonist
CCN(CC)C(=O)C1=C(C)N(Cc2ccc(C(C)(C)C)cc2)C(=O)C(CC(=O)NCCCCc2ccccc2)C1 (configuration not stated),-1.4,-24,-1.2,-1,0,4.7,0.1,5,-1.6,-1.2,-1.9
O=C(CC1C(=O)NCCN1C/C=C/c1ccccc1)NCCc1ccncc1 (configuration not stated),-0.8,-5,-1.2,2,-13,-0.1,1.2,-2,0.8,1.8,-1.0
O=C(O)CC1c2ccccc2CCN1S(=O)(=O)c1cccs1 (configuration not stated),.,11,-1.0,-4,-6,-0.3,1.9,-2,-0.8,-0.4,-0.9
NC1=NC(=O)/C(=C/c2cccc(-c3ccc(S(N)(=O)=O)cc3)c2)S1,2.5,0,-0.8,1,-11,-2.3,1.4,-10,-7.2,-0.1,-1.3
C=C1C(C(=O)Nc2ccc(OCC)cc2)C1C(=O)Nc1ccc(OCC)cc1 (configuration not stated),0.9,-2,-1.2,2,3,-2.3,-1.4,-1,-0.6,-0.8,-0.5
CC(=O)Nc1cccc(-c2ccnc3c2CC(C(=O)NCc2cccnc2)O3)c1 (configuration not stated),.,14,1.3,-2,-3,0.0,-0.5,-9,1.5,0.7,-0.6
COC(=O)c1c(N)n(-c2ccc(NC(C)=O)cc2)c2nc3ccccc3nc12,-0.5,-1,-1.1,0,i,-0.9,-3.3,-3,-2.2,-1.1,-1.5
CC12COC3(C(=O)Nc4ccc([N+](=O)[O-])cc4)CC1CCC32C (configuration not stated),1.7,18,-2.2,-2,-1,-2.4,3.1,0,1.8,-0.4,-2.2
COc1cc(C(=O)OCC(=O)NC2CC2)ccc1OCCC(C)C,-0.7,-1,-0.9,3,-2,0.2,1.6,1,1.1,0.4,-1.3
CC(=O)CCn1c(=O)n(CCC(C)=O)c(=O)n(CCC(C)=O)c1=O,-0.4,10,-0.8,-1,0,-0.9,-0.6,9,1.6,0.3,-1.2
CCNC(=O)CCn1nc(-c2ccc(Cl)cc2)c2ccccc2c1=O,-0.3,2,-1.4,0,1,1.4,-1.5,2,-2.3,-0.8,-1.1
Cc1ccsc1C(=O)NNC(=O)COc1ccc(Br)cc1,1.5,0,-0.4,-4,-2,0.2,0.8,-1,-0.6,1.2,-0.8
Cc1ccc(Nc2nc(N)nc(COC(=O)c3ccc(Br)o3)n2)cc1,-1.1,-11,-0.3,3,2,-0.1,3.5,3,4.7,3.6,-0.5
O=C(c1ccccc1)N1CCN(c2cc(Cl)nc3cc(-c4cccc(Cl)c4)nn23)CC1,0.5,0,-0.8,1,-3,-0.1,-0.7,4,-1.3,0.4,0.6
CC1CCCC(C)N1S(=O)(=O)c1ccc(NC(=O)CCN2C(=O)C3CC=CCC3C2=O)cc1 (configuration not stated),0.5,-16,-2.5,-2,-6,0.4,2.3,1,1.1,1.4,-0.8
CCOC(=O)[C@H](CCc1ccccc1)N[C@@H](C)C(=O)N1C(C(=O)O)C[C@@H]2CCC[C@@H]21 (some centres not stated),0.2,4,-0.2,-8,10,-2.2,1.7,-2,2.4,0.7,-1.6
O=C(CSc1ncnc2c1sc1ccccc12)Nc1ccc(Br)cc1,0.6,-6,-0.1,0,2,-1.4,3.3,293*,-0.4,0.2,-0.9
CN(c1ccccc1)S(=O)(=O)c1ccc(C(=O)Nc2cccc(S(=O)(=O)N3CCOCC3)c2)cc1,-3.3,-13,-4.2,-7,-2,-0.6,-2.2,1,-7.3,-5.0,-1.7
S=C(NCc1cccs1)Nc1cccc(Cl)c1Cl,-0.5,12,-2.0,0,2,-2.9,0.0,1,0.3,-1.1,-2.4
CCc1nccn1CC(=O)c1ccc(O)c(O)c1,.,6,0.2,.,-1,.,.,0,-3.0,.,-1.3
C/C=C/c1ccc(OCCCCOc2ccc(OC)cc2)c(OC)c1,-0.1,-11,-0.9,-4,8,1.2,1.6,-7,-0.7,0.6,-1.8
Cc1noc(C)c1NC(=O)N(C)C[C@H]1Oc2ccc(NS(=O)(=O)c3ccc(F)cc3)cc2C(=O)N([C@H](C)CO)C[C@@H]1C,0.8,4,-2.0,0,-1,1.1,-1.1,-1,0.0,-0.3,-1.5
Cc1ncoc1C(=O)NC1CC(C)(C)Cc2c1cnn2-c1ccccc1 (configuration not stated),1.0,1,-2.0,0,-7,-4.3,1.9,-3,0.7,-0.1,-1.1
O=C(Nc1ccc(N2CCCCCC2)cc1)c1cccc(S(=O)(=O)N2CCOCC2)c1,-2.5,11,-4.5,-6,-17,-3.4,-1.5,-5,-2.2,-4.4,-2.2
O=C(CSc1ccc(-c2cccs2)nn1)N1CCCCC1,1.8,-1,0.0,0,-1,-3.9,4.5,0,7.9,0.3,-1.2
CC(=O)Cc1nsc(NC(=O)c2ccc(-c3ccc(Cl)c(Cl)c3)o2)n1,0.4,-11,-2.0,1,-25,-3.1,2.2,8,-1.6,-0.6,-0.7
COc1ccc(/C=C/S(=O)(=O)NCCc2ccccc2)c(CNC(=O)OC(C)(C)C)c1,.,-16,-1.5,-3,-4,.,.,-2,3.5,-0.8,-1.0
COCCn1c(SCC(=O)Nc2ccc(F)cc2)nc2c(c1=O)SCC2,-1.0,-3,-2.2,-3,-2,-1.2,0.8,-2,2.2,-0.5,-0.7
CCOc1ccccc1NC(=O)/C(C#N)=C/c1c(C)nn(-c2ccc(F)cc2)c1Cl,-1.2,-6,-0.4,3,2,-4.5,0.8,-2,2.7,0.4,-0.2
CCC(C)[C@H](NC(=O)NCc1ccco1)C(=O)O (some centres not stated),1.1,3,0.4,2,1,0.3,0.3,11,-0.1,0.6,-1.2
O=C(COC(=O)c1cc(Br)ccc1Cl)NC1CCCC1,-0.3,5,-1.2,-4,-7,-0.1,-0.9,1,1.6,-0.2,-1.1
OC(c1ccc(F)cc1)c1ncc(-c2ccccc2F)[nH]1 (configuration not stated),.,-5,2.0,1,0,-1.6,2.8,-6,11*,2.6,0.2
CCN(c1ccccc1)S(=O)(=O)c1cc(C(=O)O)ccc1C,0.6,-4,-1.3,3,7,-1.5,-0.7,-22,-0.7,-0.5,-1.0
CCOC(=O)C1CCCN(C(=S)Nc2cccc(Cl)c2)C1 (configuration not stated),0.1,9,0.3,-1,0,-0.3,0.7,-3,0.0,-0.1,-0.4
CCOc1cc(C2Nc3ccccc3NC3=C2C(=O)CC(C)(C)C3)ccc1O (configuration not stated),-0.1,-2,2.3,0,-60,-1.6,2.5,2,0.4,-0.5,-0.3
O=C(c1cccs1)N1CCN(C(=O)c2cccs2)C1=S,0.0,11,0.3,1,0,1.6,-8.2,-2,0.3,1.2,-1.1
CN(CC(=O)NCCc1ccc(S(N)(=O)=O)cc1)CC(=O)Nc1ccc(Cl)c(C(F)(F)F)c1,-1.0,-15,-2.0,-3,-2,-0.1,2.5,2,-1.1,-2.9,-1.6
O=C(CCC(=O)N1CCOc2ccccc21)Nc1ccccc1Br,0.8,-3,0.6,-5,-1,-0.2,-0.9,6,-2.2,-0.5,-0.6
O=C(CSc1ccc(S(=O)(=O)N2CCOCC2)cn1)Nc1ccc(OC(F)F)cc1,-0.2,0,-1.1,-5,-1,-2.1,0.6,3,-1.1,-2.7,-1.3
COc1cccc(N2CC(C(=O)Nc3nnc(SCC(=O)N4CCOCC4)s3)CC2=O)c1 (configuration not stated),0.1,-2,0.8,0,-5,-1.9,-0.8,4,2.0,0.7,-0.9
COc1ccc(S(=O)(=O)N2CCNC(=O)C2)cc1Br,0.7,1,-2.2,-5,-7,-2.1,1.0,-5,-1.6,0.1,-1.6
Fc1ccccc1Cn1ccc2ccc(-c3ccc4ccn(Cc5ccccc5F)c4c3)cc21,.,3,-1.9,2,-6,.,.,1,3.4,-1.1,-1.1
Cc1cc2oc(=O)cc(CN3CCN(Cc4ccccc4)CC3)c2cc1O,-1.1,-15,-0.7,-3,-36,-0.7,0.2,3,-2.5,-0.2,-1.8
Cn1c(-c2cccc([N+](=O)[O-])c2)cnc1NCc1ccc(C#N)cc1,-0.9,0,-2.6,-2,-2,-0.9,-1.4,3,-2.0,-0.9,-1.6
CCOC(=O)c1[nH]c2ccccc2c1NC(=O)C(C)(C)C,0.8,-17,-1.4,-1,-26,-2.0,0.2,4,-0.2,0.2,-1.1
CC(C)N(C(=O)Cn1cc(SCC(N)=O)c2ccccc21)C(C)C,-0.3,3,0.7,-5,-6,-0.5,-0.7,6,4.8,-0.2,-1.4
O=C(Cc1nc2ccccc2[nH]1)c1cccc([N+](=O)[O-])c1,-2.7,-2,2.2,2,-47,-2.5,0.4,-3,9.5,1.4,-0.6
Cc1cc(C)n2c(SCC#N)nnc2n1,4.6*,3,-1.4,3,-1,-2.4,-2.6,3,-2.7,-0.8,-0.9
Cc1ccc(NC(=O)c2nccnc2C(=O)O)cc1C,0.4,8,-0.8,5,-2,0.8,-0.6,-6,3.7,1.9,-1.1
Nc1ccccc1C(=O)NC1CCCNC1=O (configuration not stated),.,-4,-0.5,-2,-30,-2.4,-0.8,-6,0.9,-0.4,-0.8

# Profiles from above. Order of values: DAX1 inh-1, HGIII-sPLA2 inh, hcDAF-12 act, SMARCA2 act, PLCb3 inh, PG9 Ab binder, GAA850 FXN act, NR1D1 modulator, hgDAF-12 ag, DAX1 inh-2, ssDAF12 agonist
# O=C(Cc1nc2ccccc2[nH]1)c1cccc([N+](=O)[O-])c1 is entered as -2.7, -2, 2.2, 2, -47, -2.5, 0.4, -3, 9.5, 1.4, -0.6
# Cn1c(-c2cccc([N+](=O)[O-])c2)cnc1NCc1ccc(C#N)cc1 is entered as -0.9, 0, -2.6, -2, -2, -0.9, -1.4, 3, -2.0, -0.9, -1.6
# COc1ccc(S(=O)(=O)N2CCNC(=O)C2)cc1Br is entered as 0.7, 1, -2.2, -5, -7, -2.1, 1.0, -5, -1.6, 0.1, -1.6
# Cc1cc2oc(=O)cc(CN3CCN(Cc4ccccc4)CC3)c2cc1O is entered as -1.1, -15, -0.7, -3, -36, -0.7, 0.2, 3, -2.5, -0.2, -1.8

# Remaining list, next part
SMILES,DAX1 inh-1,HGIII-sPLA2 inh,hcDAF-12 act,SMARCA2 act,PLCb3 inh,PG9 Ab binder,GAA850 FXN act,NR1D1 modulator,hgDAF-12 ag,DAX1 inh-2,ssDAF12 agonist
CCCCCC(=O)N1C[C@@H](n2cc(C3CC3)nn2)[C@H](O)C[C@@H]1c1ccc(Cl)cc1,0.2,2,-0.6,-4,-3,-1.6,-1.4,-1,-2.2,-0.6,-1.9
C=COCCNC(=S)N1CCOCCOCCN(C(=S)NCCOC=C)CCOCCOCC1,-0.7,4,0.2,0,-6,-2.2,2.4,-2,0.3,-0.6,-0.8
Nc1ncnc2c(C3OC(CO)C(O)C3O)c[nH]c12 (configuration not stated),-6.3,-4,-4.8,-10,1,-1.0,-15,-2,-15,-6.8,-2.4
Cc1ccc(-c2c(NC(=O)C3CC3)nc3ncccn23)cc1,.,9,-0.5,0,i,.,.,3,2.6,1.1,-1.6
